miR122 inh = miR-122 inhibition in Huh7 cells | activation (reporter increase), % at 12.5 µM | Huh7 miR-122 Renilla luciferase sensor, 48 h; neutral wells = 0, positive control = 100 | hit rate 0.3% among 340,000 | AID 602342;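 active = mean replicate activation score at least 90 and every replicate individually at or above 90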;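 also: higher luciferase means less miR-122 activity so hits act as miR-122 inhibitors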
CASP6 VEID inh = inhibitors of human caspase-6 | P55212 | purified caspase-6, Z-VEID-R110 cleavage fluorescence | inhibition, % at 12.5 µM | hit rate 0.53% among 350,000 | AID 686996;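 active = mean inhibition across replicates at least about 35%, with every replicate also reaching that limit, limit read from the data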;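 also: 0% = median of neutral control wells and 100% = no fluorescence left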
Target sequence (P55212 24-179 limits assumed): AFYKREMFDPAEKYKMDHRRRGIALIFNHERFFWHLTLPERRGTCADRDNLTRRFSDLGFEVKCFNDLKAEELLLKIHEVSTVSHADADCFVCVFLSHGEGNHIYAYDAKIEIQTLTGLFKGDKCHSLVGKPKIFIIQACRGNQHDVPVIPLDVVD
Target sequence (P55212 194-293 limits assumed): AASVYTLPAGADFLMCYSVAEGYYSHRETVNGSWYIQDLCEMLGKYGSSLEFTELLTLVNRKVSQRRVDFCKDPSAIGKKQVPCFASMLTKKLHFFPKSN
Cneo AK release = Cryptococcus neoformans lysis via adenylate kinase release. C. neoformans lysis, adenylate kinase release luminescence, 4 h; normalised: neutral wells 0, clomiphene wells 100. lysis activity, % at 15 µM. hit rate 0.2% among 360,000. AID 651654;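 active = mean lysis activity across replicates of at least 80%, whatever share of replicates individually reach that level; inactive = mean lysis activity below 80%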
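Assay system: Cryptococcus neoformans yeast cells / Dosing: single-point compound dose / Timing: 4 h at 37 °C static, read 1 h later / Measured by: luminescence of released adenylate kinase using an AK detection reagent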
EWS-Fli block = EWS/Fli transcriptional activity inhibition; hit rate 0.67% among 350,000; A673 NR0B1-luciferase reporter, viability-normalised; AID 651661; inhibition, % at 12.6 µM;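 active = mean inhibition of at least 50% after viability correction, with every replicate also passing that limit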;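 also: firefly luciferase signal divided by Alamar Blue viability fluorescence both relative to DMSO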
LGR2 antag = inhibitors of bursicon-induced Drosophila LGR2 receptor cAMP signaling; HEK293 LGR2, CRE-luciferase, bursicon-stimulated, 4 h; hit rate 0.35% among 380,000; AID 720647; inhibition, % at 9.99 µM;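 active = drop in luminescence signal, shown as inhibition above about 50% in the replicate tests, limit read from the data, passing the limit was not always enough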;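 also: agonist challenge used bursicon conditioned medium at about half maximal strength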
FN deposit inh = fibronectin deposition inhibition | AID 743247 | inhibition, % at 12.6 µM | hit rate 0.086% among 350,000 | AH1F fibroblasts, Alexa488-fibronectin deposition fluorescence, overnight;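 active = mean inhibition across replicates of 30% or more, regardless of how many single replicates reach that level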;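 also: positive control wells lacked labelled fibronectin entirely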
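Test system: AH1F fibroblast monolayer depositing Alexa488-labelled fibronectin into matrix. Input: 10000 cells per well. Technique: fluorescence, ex 485 nm, em 525 nm. Buffer or medium: DMEM plus 2% serum, read in PBS. Timing: 1 h cell adhesion before compound, then overnight fibronectin incubation. Compound: single dose, pinned. Read-out basis: inhibition from reduced deposited-fibronectin fluorescence.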
PGC1a acetyl inh = modulators of PGC1a acetylation; U2OS PGC1a acetylation, AlphaScreen anti-acetyl-lysine; with virally co-expressed GCN5 acetyltransferase; inhibition, % at 15.6 µM; hit rate 0.17% among 350,000; AID 651687;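 active = every replicate shows inhibition of at least 40%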;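 also: 0% = neutral control wells and 100% = positive control wells; some results beyond the cut were filed as inactive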
PAX8 reporter = PAX8 transcriptional activity inhibition; inhibition, % at 12.6 µM; hit rate 1.2% among 360,000; RMG-I TPO-luciferase reporter, SteadyGlo, 24 h;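 active = mean replicate inhibition at least 60% with every replicate also reaching 60%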;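 also: luciferase light reporting Pax8 driven TPO promoter activity; plate controls were median of neutral control wells for no effect and mitoxantrone controls for full effect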
The depositor's hits bear a star; x = not tested or not shown; & = joins results of further samples; [ ] = another dose, or the depositor's remark. This is a random part of the collection (roughly 2.5% active in at least one column).

SMILES	miR122 inh	CASP6 VEID inh	Cneo AK release	EWS-Fli block	LGR2 antag	FN deposit inh	PGC1a acetyl inh	PAX8 reporter
COC(c1ccccc1)c1nnc(CCC(=O)N(C)Cc2cccc(-n3cccn3)c2)o1 (configuration not stated)	-11	2	2	-105	-67	4	-5	-113
COc1ccc(Nc2nc(C)nc3c2oc2ccccc23)c(OC)c1	-7	-1	8	-3	5	x	9	-6
C[C@@H]1CCCCO[C@H](CN(C)C(=O)Nc2ccc(C(F)(F)F)cc2)[C@H](C)CN([C@@H](C)CO)C(=O)c2cc(NC(=O)C3CCCCC3)ccc2O1	2[16.7 µM]	2	3	0	15	x	-7	-7
O=C(C[C@@H]1C[C@@H]2c3cc(NS(=O)(=O)c4ccc(F)cc4)ccc3O[C@@H]2[C@H](CO)O1)NCc1ccncc1	2[16.7 µM]	1	5	9	-1	-11	-3	x
Cc1c(C(=O)OC/C(O)=C(\C#N)c2nc3ccccc3[nH]2)oc2ccccc12	8	-2	0	7	4	16	6	15
COc1ccc(NC(=O)CSc2nccn2Cc2ccc(F)cc2)c(OC)c1	-1	0	-1	-4	-2	-2	-18	x
COC(=O)C(Cc1ccccc1)NC(=O)CSc1nc(C)cc(=O)[nH]1 (configuration not stated)	-2	1	1	-8	-2	0	7	-16
O=C(C[C@H]1CC[C@H]2[C@@H](COC[C@@H](O)CN2S(=O)(=O)c2ccc(Oc3ccccc3)cc2)O1)Nc1ccccc1	-3[16.7 µM]	3	13	x	4	10	13	x
CCN(CCOC(=O)Nc1ccc(Cl)cc1)C(=O)Nc1ccc(Cl)cc1	x	3	x	-58	-29	10	x	-37
Cn1c(SCc2ccccc2C#N)nnc1-c1ccncc1	-2	-1	1	8	12	-5	-7	4
Cc1ccc(N2CC(C(=O)Nc3cccnc3)CC2=O)cc1C (configuration not stated)	-3	-3	-4	-1	24	3	x	9
CC(C)CC#Cc1cnc2c(c1)C(=O)N([C@@H](C)CO)C[C@@H](C)[C@H](CN(C)C(=O)c1ccccc1F)O2	-3[16.7 µM]	x	x	0	4	-4	-14	x
CC(=O)NCCC(=O)N1CCc2c([nH]c3ccccc23)C1c1cccc(C)c1 (configuration not stated)	6	3	2	-46	-22	4	9	16
C[C@@H]1CCCCO[C@H](CN(C)CC2CC2)[C@@H](C)CN([C@H](C)CO)C(=O)c2cc(NC(=O)CCC(F)(F)F)ccc2O1	x	2	x	x	-4	x	4	-1
Cc1cc(C)nc(SCc2ccc(C(=O)NN=C3CCCC3)cc2)n1	x	-1	x	-6	22	8	x	6
CCC(C)c1ccc(O)c(NC(=S)NC(=O)c2cccs2)c1 (configuration not stated)	x	7	x	2	-51	0	x	-149
C[C@@H]1CN([C@@H](C)CO)C(=O)c2cc(-c3cccnc3)cnc2O[C@@H]1CN(C)C(=O)Nc1ccc(F)cc1	3[16.7 µM]	2	-1	-18	1	x	7	-3
CC(C)(C)OC(=O)C[C@@H]1C/C=C\C[C@H](CC(=O)N[C@H](CO)Cc2ccccc2)C(=O)N2CCC[C@H]2COC1=O	-2	2	0	3	-18	-8	7	-25
Cc1ccc(C2=NS(=O)(=O)N(C)C(C(=O)NC3CCCC3)=C2)cc1	2	0	-1	9	-6	-3	37	8
O=C1C=CC(=O)N1Cc1cccnc1	x	0	1	-7	-9	16	1	3
COc1ccc(S(=O)(=O)Nc2ccc3c(c2)CC(=O)N([C@H](C)CO)C[C@H](C)[C@@H](CN(C)S(=O)(=O)c2ccc(OC)cc2)O3)cc1	-13[16.7 µM]	-1	-4	22	-4	x	-2	9
Cc1cc(CN(C)C(=O)c2cc(COc3ccc(C)c(C)c3)on2)n[nH]1	3	-3	-14	-19	-1	-5	-7	-12
Cc1ccc(C)n1-c1ccc(C(=O)NN)cc1	x	-3	x	-5	-16	5	x	0
COc1ccccc1C(=O)NCCC(=O)Nc1cccc(S(=O)(=O)N2CCCC2)c1	-4	-2	-1	-1	-9	x	1	-1
COc1cccc(C2[C@H](C)C3(CCN2C)OCCO3)c1 (some centres not stated)	x	-1	x	-14	0	7	x	-10

Entries above with an NH in an aromatic ring (4):
SMILES	miR122 inh	CASP6 VEID inh	Cneo AK release	EWS-Fli block	LGR2 antag	FN deposit inh	PGC1a acetyl inh	PAX8 reporter
Cc1c(C(=O)OC/C(O)=C(\C#N)c2nc3ccccc3[nH]2)oc2ccccc12	8	-2	0	7	4	16	6	15
COC(=O)C(Cc1ccccc1)NC(=O)CSc1nc(C)cc(=O)[nH]1 (configuration not stated)	-2	1	1	-8	-2	0	7	-16
CC(=O)NCCC(=O)N1CCc2c([nH]c3ccccc23)C1c1cccc(C)c1 (configuration not stated)	6	3	2	-46	-22	4	9	16
Cc1cc(CN(C)C(=O)c2cc(COc3ccc(C)c(C)c3)on2)n[nH]1	3	-3	-14	-19	-1	-5	-7	-12

Continuation:
SMILES	miR122 inh	CASP6 VEID inh	Cneo AK release	EWS-Fli block	LGR2 antag	FN deposit inh	PGC1a acetyl inh	PAX8 reporter
Cc1cc(C)nc(/N=C(\NC(=O)C(C)(C)C)Nc2ccccc2)n1	-2	0	-3	4	x	-8	16	-4
CC1(C(=O)NCc2cc(F)cc(C(F)(F)F)c2)C=CC2(CCCCC2)N1C(=O)c1ccccc1 (configuration not stated)	-1	1&-2	-1	-5	-9&8	9	-12	15
NC(=O)C(=O)N/N=C/c1c2ccccc2cc2ccccc12	x	1	5	-3	-9	6	x	x
C[C@H](CO)N1C[C@H](C)[C@H](CN(C)S(C)(=O)=O)Oc2c(NC(=O)NC3CCCCC3)cccc2C1=O	1[16.7 µM]	3	-1	-1	-8	x	3	-1
CC(=O)N1CCCc2cc(S(=O)(=O)Nc3cccc(C)c3C)ccc21	22	4	1	x	-12	-1	x	7
COC(=O)C1CCN(C(=O)C(C)Oc2ccc(Cl)cc2Cl)CC1 (configuration not stated)	1	1	x	6	x	x	-6	x
CC(=O)N1CC(C)Oc2ccc(S(=O)(=O)NC(CC(=O)O)c3ccccc3C)cc21 (configuration not stated)	-3	2	1	x	10	7	-9	2
Cc1cnc(-c2nc3ccccc3n2C(C)C(=O)Nc2c(C)cccc2C)cn1 (configuration not stated)	x	0	x	-3	10	-18	x	4
O=C(CCN1C(=O)/C(=C/c2ccccc2Cl)SC1=S)NNC(=O)c1cccnc1	x	-6	x	10	-7	-2	x	-12
COc1ccc(NC(=O)N2CCC(n3nnc4cc(C)ccc43)CC2)cc1	5	x	-2	x	x	-13	-2	-8
O=C(NNC(=S)Nc1ccc(Cl)cc1)c1ccccc1	9	-1	-11	x	-39	x	-5	-118
Cn1nccc1-c1coc2c(C(=O)N3CCOCC3)cccc12	-5	1	-5	2	-4	-7	9	2
CCCNC(=O)N1C[C@@H](C)[C@@H](OC)CN(C)C(=O)c2cc(NS(C)(=O)=O)ccc2OC[C@@H]1C	x	3	-3	-15	-4	-2	4	-11
Cc1noc(C)c1NC(=O)Nc1ccc2c(c1)C(=O)N([C@H](C)CO)C[C@H](C)[C@@H](CN(C)CC1CC1)OCCCC[C@H](C)O2	1[16.7 µM]	0	12	x	5	x	x	-24
O=C1CCCN1CCCNc1ncnc2c1cnn2-c1ccc(Cl)cc1	2	1	-2	-74	-46	-2	-9	-35
C=CC1=C(C(=O)O)N2C(=O)C(NC(=O)Cc3ccccc3)C2SC1 (configuration not stated)	12	96*	5	x	1&-13	5	-1	x
COc1ccc(CNC(=O)COc2ccc(S(=O)(=O)N3CCCCC3)cc2)cc1	6	-2	-1	x	16	x	-8	-1
C[C@H]1CCCCO[C@H](CN(C)C(=O)Nc2ccc(F)cc2)[C@@H](C)CN([C@@H](C)CO)C(=O)c2cc(NC(=O)c3ccncc3)ccc2O1	0[16.7 µM]	2	-4	0	0	-10	30	-1
Cc1ccc(-n2nc(C)c3c2OC(N)=C(C#N)C3c2ccc(C)o2)cc1 (configuration not stated)	9	5	-2	3	-9	x	-1	x
Cc1noc(C)c1S(=O)(=O)Nc1ccc2c(c1)C(=O)N([C@@H](C)CO)C[C@H](C)[C@@H](CN(C)C(=O)NC1CCCCC1)OCCCC[C@@H](C)O2	-12[16.7 µM]	0	-2	2	4	x	x	14
CN(C)C(=O)c1ccc(-c2ccc(C3[C@@H]4CN(C(=O)C5CC5)C[C@H]3N4)cc2)cc1 (some centres not stated)	x	0&-1	x	-5&34	2&23	-10&13	-2&-13	14&15
COc1ccc(CNC(=O)C[C@H]2C=C[C@@H](NC(=O)Nc3ccc4c(c3)OCO4)[C@@H](CO)O2)cc1	x	0	x	-2	7	7	7	x
Cn1c2ccc(F)cc2c2nc3ccccc3nc21	-3	-7	5	-43	-66	6	4	-29
Cc1ccccc1S(=O)(=O)N1CC(=O)N2[C@@H](CO)[C@H](c3ccc(C#CCC4CCCC4)cc3)[C@@H]2C1	x	-3	x	-1	3	x	-3	-9
CN1C(=O)c2cc(NC(=O)c3cccs3)ccc2OC[C@H]2O[C@@H](CC(=O)NCCN3CCCCC3)CC[C@H]21	-17[16.7 µM]	0	-5	6	-2	3	1	17
Continued.
SMILES	miR122 inh	CASP6 VEID inh	Cneo AK release	EWS-Fli block	LGR2 antag	FN deposit inh	PGC1a acetyl inh	PAX8 reporter
CNC(=O)C[C@H]1CC[C@@H]2[C@H](COc3ccc(NC(=O)Nc4ccccc4F)cc3C(=O)N2C)O1	-1[16.7 µM]	1	-2	-7	12	-11	0	5
CCCCN1C[C@H](C)[C@@H](CC(=O)Nc2ccc(OC)cc2)C1=O	0	-2	-2	-1	5	2	x	1
C[C@@H]1CN([C@H](C)CO)C(=O)Cc2cc(NS(=O)(=O)c3ccc(F)cc3)ccc2O[C@H]1CN(C)Cc1ccc2c(c1)OCO2	3[16.7 µM]	-2	5	15	-13	x	-25	-6
Cc1ccc(C(=O)COC(=O)CNC(=O)C(c2ccccc2)c2ccccc2)cc1[N+](=O)[O-]	-7	x	-2	x	x	2	-5	-11
C/C(=N\NC(=O)c1ccco1)c1ccc(NC(=O)C(F)(F)F)cc1	x	1	-5	x	-6	x	6	-38
O=C(Nc1cccc([N+](=O)[O-])c1)Nn1cnnc1	-4	1	-2	x	-5	-6	x	10
CC(=O)N1CC2(C1)[C@H](c1ccccc1)[C@H](CO)N2C(=O)Cc1ccccc1	x	2	x	-2	10	-1	4	x
Clc1nc2ccccc2cc1-c1nnn(-c2ccccc2Br)n1	x	-1	-1	-112	-75	-17	x	-109
O=C(NC(Cc1ccccc1)C(=O)O)/C(=C/c1ccc(Cl)cc1)NC(=O)c1ccco1 (configuration not stated)	-5	6	-1	-3	21	-7	x	-8
CCOc1ccc(CC2S/C(=N/N=C/c3ccco3)NC2=O)cc1 (configuration not stated)	x	2	x	13	x	2	x	-8
COc1ccc(N2CCN(C(=O)Cn3cnc4c3c(=O)n(C)c(=O)n4C)CC2)cc1	x	6	x	9	5	-5	0	32
COc1cccc(-n2nnnc2SCC(=O)c2ccc(NC(C)=O)cc2)c1	x	1	6	-2	7	x	2	x
C[C@H](NC(=O)N(C)C[C@H]1OCc2ccccc2-c2c(n(C)c3ccccc23)C(=O)N([C@@H](C)CO)C[C@@H]1C)c1ccccc1	x	-2	46	4	1	-21	6	19
COc1ccc(-c2nnc(SCC(=O)NC3CCCCC3)o2)cc1	3	4	0	-3	-7	2	8	-8
COCC(=O)N1[C@@H](C#N)[C@@H](c2ccccc2)[C@@H]1CO	x	2	12	-2	-4	6	1	-5
Cn1c(=O)[nH]c(=O)c2c1nc(SCCN1CCOCC1)n2CCCc1ccccc1	5	-2	3	4	-18	15	-1	-13
Cc1noc(C)c1NC(=O)Nc1cccc2c1O[C@H](CN(C)S(=O)(=O)c1ccc(Cl)cc1)[C@H](C)CN([C@H](C)CO)C2=O	-4[16.7 µM]	1	-10	2	13	x	-5	-14

High-throughput results (PubChem BioAssay)
